Compound activity: PubChem, several laboratories
SIAE inh = human SIAE inhibitors, primary screen, biochemical, fluorescence polarization, FP-Rh probe, 1536-well HTS | inhibition, % at 9.66 µM | Sialate O-acetylesterase (Homo sapiens), Q9HAT2 | 0.69% of 370,000 active | SIAE FP-Rh probe binding;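 active = inhibition above a cutoff: mean of compounds within the control limits plus 3 SD of those, cut at about 17% in these data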;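 also: 0% = plate median of compound wells and 100% = probe without SIAE protein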
Target sequence (Q9HAT2 whole entry, looked up): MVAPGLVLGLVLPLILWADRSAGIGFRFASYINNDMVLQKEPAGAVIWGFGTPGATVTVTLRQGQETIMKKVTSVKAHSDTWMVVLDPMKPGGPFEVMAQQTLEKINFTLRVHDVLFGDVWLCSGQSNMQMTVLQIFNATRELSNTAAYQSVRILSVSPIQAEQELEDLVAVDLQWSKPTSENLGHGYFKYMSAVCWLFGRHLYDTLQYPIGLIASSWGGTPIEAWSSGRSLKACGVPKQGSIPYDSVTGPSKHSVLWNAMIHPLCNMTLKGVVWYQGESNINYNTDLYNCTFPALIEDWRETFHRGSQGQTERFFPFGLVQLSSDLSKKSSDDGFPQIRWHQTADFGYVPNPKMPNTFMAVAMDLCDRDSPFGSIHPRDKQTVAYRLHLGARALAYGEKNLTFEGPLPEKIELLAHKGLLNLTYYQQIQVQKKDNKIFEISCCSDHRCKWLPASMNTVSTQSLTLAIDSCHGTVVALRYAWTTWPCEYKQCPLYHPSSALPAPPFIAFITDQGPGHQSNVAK
MBD2 inh = inhibitors of MBD2 binding to methylated DNA, primary screen, biochemical, TR-FRET, DNA-binding domain, human; MBD2 binding to methylated oligonucleotide; inhibition, % at 4.4 µM; 0.31% of 370,000 active; AID 686964, 2013; in the data active = inhibition above about 13%
Target sequence (Q9UBB5 whole entry, looked up, the tested form may be a part): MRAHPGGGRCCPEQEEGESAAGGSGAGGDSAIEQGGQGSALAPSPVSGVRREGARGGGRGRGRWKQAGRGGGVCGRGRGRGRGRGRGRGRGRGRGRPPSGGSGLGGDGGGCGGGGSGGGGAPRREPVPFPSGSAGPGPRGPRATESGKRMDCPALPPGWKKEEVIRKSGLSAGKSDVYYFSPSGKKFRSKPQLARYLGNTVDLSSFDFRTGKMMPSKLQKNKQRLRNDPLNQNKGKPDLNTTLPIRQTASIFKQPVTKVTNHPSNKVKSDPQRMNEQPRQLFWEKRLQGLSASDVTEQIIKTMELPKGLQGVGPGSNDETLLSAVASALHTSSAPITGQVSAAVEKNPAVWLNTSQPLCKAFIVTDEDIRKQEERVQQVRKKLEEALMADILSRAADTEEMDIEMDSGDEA
ABHD4 inh = ABHD4 inhibitors, primary screen, biochemical, fluorescence polarization, mouse | inhibition, % at 8.92 µM | 0.54% of 370,000 active | (Lyso)-N-acylphosphatidylethanolamine lipase (Mus musculus), Q8VD66 | purified mABHD4, FP-Rh probe fluorescence polarization | AID 720543, 2013;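 active = inhibition exceeding the mean over every tested compound plus 3 SD, cut at about 30% in these data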;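 also: 0% = plate median of compound wells and 100% = S159A mutant with DMSO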
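Test system: mABHD4 protein; Read-out basis: % inhibition; Incubation: 45 min + 60 min at 25 °C; Repeats: single replicate; Technique: fluorescence polarization with parallel and perpendicular emission, 525/598 nm; Compound: 8.92 µM, single dose; Benchmarks: full inhibition S159A mutant plus DMSO, zero as sample-well median.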
PRMT1 FP inh = PRMT1 methyltransferase inhibitors, primary screen, biochemical, fluorescence polarization; inhibition, % at 2.79 µM; Protein arginine N-methyltransferase 1 (Homo sapiens), Q99873; recombinant PRMT1, activity-based probe fluorescence polarization; 1.3% of 370,000 active;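 active = inhibition above about 21% made by adding two undisclosed values, limit read from the data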
TCR-CD3 inh = inhibitors of human TCR-CD3 interaction, primary screen, biochemical, fluorescence, TAMRA-labeled TCR probe; 0.37% of 360,000 active; AID 651800, 2012; T-cell receptor (TCR); inhibition, % at 9.4 µM; in the data active = inhibition above about 19%;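 also: recombinant mutant TCR 2C K166C tagged with TAMRA read by polarization; 0% = receptor in buffer alone and 100% = receptor with positive control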
rCAG binder = binders of r(CAG) RNA repeats, primary screen, biochemical, fluorescence | r(CAG) RNA repeat, TO-PRO-1 dye displacement fluorescence | inhibition, % at 3 µM | 1.3% of 370,000 active | AID 651821, 2012;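 active = inhibition above the plate cutoff, the mean of all test compounds on that plate plus 3 SD, cut at about 35% in these data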;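 also: 0% = DMSO alone and 100% = 100 µM mitoxantrone as full dye displacement; higher means more dye released from RNA so lower well fluorescence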
UHRF1 binding = UHRF1 methylated DNA binding inhibitors, primary screen, counter-screen for MBD2 inhibitor project, biochemical, TR-FRET, human UHRF1, single concentration | E3 ubiquitin-protein ligase UHRF1 (Homo sapiens), Q96T88 | UHRF1 binding to methylated oligo | inhibition, % at 4.4 µM | 0.75% of 370,000 active | AID 687016, 2013; in the data active = inhibition above about 21%;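 also: UHRF1 SRA domain binding a hemimethylated CpG hairpin DNA probe; 0% = median of test compound wells and 100% = reference inhibitor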
HTRA1 inhibitor = HTRA1 serine protease inhibitors, primary screen, biochemical, fluorescence polarization, HTS; Q92743; recombinant HTRA1, FP-rhodamine activity-based probe; inhibition, % at 5.96 µM; 0.5% of 340,000 active; AID 504803, 2011; in the data active = inhibition above about 36%;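 also: 0% = enzyme with DMSO and 100% = wells lacking enzyme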
NPR2 activator = human GC-B receptor activators, primary screen, HEK293 GC-B cells, cGMP TR-FRET, EC30 CNP; Atrial natriuretic peptide receptor 2 (Homo sapiens), P20594; 0% at EC30 CNP, 100% saturating CNP; activation, % at 10 µM; 0.11% of 370,000 active; AID 1920062, 2024;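 active = activation at 10 µM reaching about 35% in either raw or pattern-adjusted values, limit read from the data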
NPR1 activator = GC-A stimulated cGMP production enhancers – HEK293 GC-A cells, cGMP TR-FRET, EC30 ANP, primary screen; 0% at EC30 ANP, 100% saturating ANP; AID 1671463, 2021; 0.14% of 370,000 active; activation, % at 10 µM; in the data active = activation above about 40%
* = called active by the depositor; x = not tested or not shown. This is a subset; rates above refer to the full screens.

1) Cc1nc(S/C(=C\c2ccc(OCc3ccccc3Cl)cc2)C(=O)O)n[nH]1
2) Cc1ccc(C(=O)/C=C/Nc2ccccc2C(N)=O)o1
3) CCCS(=O)(=O)N1CCCC(C(=O)N2CCN(C(=O)OCC)CC2)C1 (centres undefined)
4) CC1(c2nnnn2Cc2ccccc2)CCC(=O)N1Cc1cccs1 (centres undefined)
5) CCOc1ccc(C(=O)COC(=O)c2ccc(-n3cnnn3)cc2)cc1
6) Cc1cccc(NC(=O)CC2C(=O)NC3CCCCC3N2C(=O)c2ccccc2Cl)c1 (centres undefined)
7) CCC(=O)N(CCc1ccccc1)Cc1cc2cc(OC)ccc2[nH]c1=O
8) COc1ccc(S(=O)(=O)NCc2ccc(C(=O)N3CCc4ccccc4C3)cc2)cc1

Screen / compound no.	1	2	3	4	5	6	7	8
SIAE inh	-1.8	0.6	15.9	-4.0	-10.9	-4.0	2.0	2.7
MBD2 inh	0.8	3.6	-0.7	-3.4	3.2	-1.7	-0.8	3.0
ABHD4 inh	-0.2	1.2	2.8	-2.1	-2.6	-3.2	1.2	-7.9
PRMT1 FP inh	-0.7	3.6	1.1	-0.4	-3.8	-2.5	-4.7	4.2
TCR-CD3 inh	3.4	-7.2	-0.1	5.5	11.1	1.3	-0.1	2.6
rCAG binder	15.6	2.9	-1.8	1.4	2.5	-4.3	-6.9	5.2
UHRF1 binding	-1.2	1.5	-0.6	0.5	-0.6	2.2	0.1	6.6
HTRA1 inhibitor	-2.7	8.7	1.3	x	7.8	2.9	5.8	-6.2
NPR2 activator	-7.8	-1.1	-2.7	-3.3	1.2	-5.8	-6.5	1.1
NPR1 activator	0.3	1.0	-0.5	-2.3	-1.3	-12.1	-3.6	-5.4

9) COc1ccccc1C(CNC(=O)CNC(=O)c1ccc(C)c(C)c1)N1CCCC1 (centres undefined)
10) FC(F)(F)c1ccccc1NC(=S)Nc1cccc2cnccc12
11) CCOc1ccccc1N(C(=O)c1ccco1)C(C(=O)NC1CCCC1)c1cccs1 (centres undefined)
12) O=C(/C=C/Nc1ccc(Br)cc1F)c1ccccc1
13) O=c1[nH]c(C2CCN(S(=O)(=O)c3ccc4c(c3)OCCO4)CC2)nc2c1nnn2Cc1c(F)cccc1Cl
14) Cc1cc(C(=O)N2CCc3c([nH]c4ccccc34)C2c2cccc(Cl)c2)nn1C (centres undefined)
15) CCOC(=O)[C@@H](C)N1[C@@H](C)[C@H](c2ccccc2)Oc2ccc(Cl)cc2S1(=O)=O
16) CCN1CCN(C(C(=O)NC2CCCC2)c2cc3c(cc2[N+](=O)[O-])OCO3)CC1 (centres undefined)

Screen / compound no.	9	10	11	12	13	14	15	16
SIAE inh	-0.6	7.6	7.4	6.0	-32.9	-0.3	3.5	0.7
MBD2 inh	-4.9	-4.8	3.7	1.6	1.7	0.9	-2.0	-7.0
ABHD4 inh	7.2	1.4	5.6	-6.8	-26.5	-9.0	0.0	7.9
PRMT1 FP inh	1.5	-3.9	0.5	-3.8	-0.2	0.8	1.1	9.4
TCR-CD3 inh	4.7	1.0	-0.1	2.8	-7.5	-0.3	-3.4	-4.4
rCAG binder	-0.5	1.3	-1.7	0.3	12.2	6.7	3.0	3.1
UHRF1 binding	1.5	-2.5	-1.7	3.4	0.4	0.1	3.5	-2.9
HTRA1 inhibitor	2.0	0.8	-7.0	-2.8	-66.2	-32.4	x	2.3
NPR2 activator	-1.9	2.6	-12.3	-0.8	-3.8	3.3	-5.6	-0.1
NPR1 activator	3.5	-6.8	-21.8	4.3	10.8	-5.0	-8.6	-1.1

Compound profiles, as listed above. Order of screens: SIAE inh | MBD2 inh | ABHD4 inh | PRMT1 FP inh | TCR-CD3 inh | rCAG binder | UHRF1 binding | HTRA1 inhibitor | NPR2 activator | NPR1 activator
CCOC(=O)[C@@H](C)N1[C@@H](C)[C@H](c2ccccc2)Oc2ccc(Cl)cc2S1(=O)=O is listed with 3.5 | -2.0 | 0.0 | 1.1 | -3.4 | 3.0 | 3.5 | x | -5.6 | -8.6
Cc1cc(C(=O)N2CCc3c([nH]c4ccccc34)C2c2cccc(Cl)c2)nn1C (centres undefined) is listed with -0.3 | 0.9 | -9.0 | 0.8 | -0.3 | 6.7 | 0.1 | -32.4 | 3.3 | -5.0

Next entries.
17) COc1ccccc1/C=C/C(=O)NCC(=O)N1CCC(N(C)C2CCCC2)CC1
18) CC(C)(C)NS(=O)(=O)c1cnc(Cl)c(Cl)c1
19) CCOc1ccc(C(=O)NNC2CC(=O)N(CCc3ccccc3)C2=O)cc1OC (centres undefined)
20) CCCCn1nnnc1NCc1cccnc1
21) Nc1ncc(-c2ccc(F)cc2)nc1N1CCN(CCO)CC1
22) CCCOc1ccc(CNC(=S)Nc2ccccc2)cc1Cl
23) C#CCN(C[C@@H]1[C@@H](OC(=O)NCC2CCCCC2)[C@@H](OC(=O)NCC2CCCCC2)CN(C(=O)OC(C)C)N1C(=O)OC(C)C)S(=O)(=O)c1ccc(C)cc1
24) Cc1c(Br)c([N+](=O)[O-])nn1CC(=O)N1CCc2ccccc2C1

Screen / compound no.	17	18	19	20	21	22	23	24
SIAE inh	1.6	8.6	-4.9	-1.1	1.1	-5.8	1.3	-0.3
MBD2 inh	-6.0	8.2	0.7	0.9	3.3	-2.6	-3.3	-1.8
ABHD4 inh	-1.9	3.4	3.2	6.2	3.7	-22.4	1.0	6.1
PRMT1 FP inh	-3.7	3.6	-1.9	-1.8	3.3	-3.2	-1.5	-3.0
TCR-CD3 inh	6.2	-1.4	3.8	3.2	-0.2	8.9	0.6	5.7
rCAG binder	4.2	-0.8	1.2	-1.1	-0.9	0.7	15.4	1.6
UHRF1 binding	-2.8	1.3	2.5	0.6	-4.7	-0.4	-2.2	1.6
HTRA1 inhibitor	-0.9	0.1	4.1	3.9	x	-23.3	-15.9	-1.8
NPR2 activator	-7.3	-2.7	-0.1	15.3	3.2	-4.3	2.5	-3.5
NPR1 activator	0.2	13.2	-0.2	0.8	-1.0	3.9	1.4	2.5

25) FC(F)(F)c1cccc(-c2ccc(-c3csnn3)o2)c1
26) Cc1ccc(C(=O)NNC(=O)c2ccc(NS(=O)(=O)c3cccs3)cc2)s1
27) O=C(O)C(C1CCCCC1)C1(O)CCCC1 (centres undefined)
28) C[C@@H]1NC(=O)/C(=C\c2ccccc2Br)NC1=O
29) CCN(CC)c1nc(NN)nc(Nc2ccc(C)c(Cl)c2)n1
30) Cn1c(=O)[nH]c(=O)c2c1nc(N1CCNCC1)n2Cc1cccc2ccccc12
31) CCc1cc2c(=O)c(-c3ccc4c(c3)OCCO4)coc2cc1OC(=O)c1ccco1
32) O=C1CN(C(=O)NCC(=O)N[C@H](Cc2ccccc2)C(=O)O)c2ccccc2N1

Screen / compound no.	25	26	27	28	29	30	31	32
SIAE inh	-0.1	1.4	10.5	-3.5	-2.3	3.5	2.1	10.0
MBD2 inh	-3.8	8.6	-4.5	2.0	2.0	-1.2	-0.9	2.1
ABHD4 inh	-2.0	-6.1	-4.7	-2.4	2.6	9.7	4.0	-4.7
PRMT1 FP inh	-2.5	1.9	-0.1	3.0	-4.0	-3.1	2.0	-3.7
TCR-CD3 inh	-3.4	-1.1	-7.4	3.0	0.8	-1.8	5.9	7.9
rCAG binder	4.0	7.4	0.5	1.9	16.9	7.7	-0.3	0.0
UHRF1 binding	-2.0	1.9	-2.9	7.5	11.3	3.4	0.7	-2.8
HTRA1 inhibitor	-2.8	-3.7	1.1	7.1	-8.2	-6.0	1.6	-2.2
NPR2 activator	-4.0	0.1	0.3	-0.8	1.1	-4.2	2.0	-1.7
NPR1 activator	-1.5	-0.6	-2.1	3.6	0.4	-6.5	1.5	2.9

33) CNc1cncc(-c2ccc(CN(C)C)cc2)n1
34) C=C(C)Cn1c(=O)c2c(nc3n2CCN3c2cccc(Cl)c2C)n(C)c1=O
35) CC(=O)NCCC(=O)Nc1ccc(C(N)=O)cc1
36) CC1(C(=O)N(CC(=O)NC2CCCC2)C2CCCC2)CC(=O)N=C2C=CC=CN21 (centres undefined)
37) CC1(C(=O)NS(=O)(=O)c2cccc(Cl)c2)CCN1C(=O)C1(c2ccc(Cl)cc2)CCC1 (centres undefined)
38) CCOC(=O)C1(NC(=O)CN2C(=O)c3ccccc3C2=O)CCCC1
39) CCOc1ccc(NS(=O)(=O)c2ccc3[nH]c(=O)oc3c2)cc1
40) COc1ccccc1Nc1nnc(SCC(=O)Nc2cc(C)on2)s1

Screen / compound no.	33	34	35	36	37	38	39	40
SIAE inh	0.6	4.1	-2.4	-4.9	-7.9	-3.0	5.2	-3.1
MBD2 inh	-3.1	-0.3	-2.0	0.9	-0.1	1.7	-1.8	4.9
ABHD4 inh	-3.9	5.6	-4.3	-0.4	-2.3	-5.3	-0.9	3.7
PRMT1 FP inh	0.4	-2.5	-3.7	4.8	0.2	-3.7	1.6	-3.3
TCR-CD3 inh	6.9	-2.8	3.4	2.8	-2.9	-1.1	-8.5	-3.1
rCAG binder	-0.6	-6.9	-2.5	-0.8	61.2*	1.3	2.5	5.1
UHRF1 binding	-1.4	-1.1	0.5	3.0	2.3	2.8	-1.0	2.3
HTRA1 inhibitor	x	5.9	3.0	2.1	x	6.1	-1.5	-0.4
NPR2 activator	2.0	2.9	-1.2	0.5	-1.7	2.2	-0.4	-1.4
NPR1 activator	1.6	-2.8	-1.3	0.5	2.7	2.8	2.1	-0.1

41) CC(C)(C)C(=O)NC1CCN(S(=O)(=O)c2ccc(C(F)(F)F)cc2)CC1
42) O=C(C1CCCN(Cc2cccs2)C1)N1CCCCCC1 (centres undefined)
43) CC(NS(=O)(=O)c1ccccc1)C(=O)NCCc1ccccn1 (centres undefined)
44) O=C(NCCN1CCCCC1)Nc1ccc(F)cc1F
45) C=CCn1c(=O)/c(=C/c2ccsc2)s/c1=C(\C#N)C(=O)NCCN1CCOCC1
46) CC(CNS(=O)(=O)c1ccccc1)Sc1ncccn1 (centres undefined)
47) CC(C)C1C(=O)N(Cc2cn(CCC3OCCO3)nn2)CCS(=O)(=O)N1Cc1ccc(-c2ccccc2)cc1 (centres undefined)
48) CCCc1[nH]nc2c1C(c1ccc(OC)c(CSC3=NCCS3)c1)C(C#N)=C(N)O2 (centres undefined)

Screen / compound no.	41	42	43	44	45	46	47	48
SIAE inh	-4.1	-3.9	-4.2	4.9	0.8	-2.9	-2.2	-3.3
MBD2 inh	-2.9	5.6	-1.2	-4.1	-2.9	-6.0	-2.9	0.3
ABHD4 inh	4.3	4.8	3.5	0.5	3.7	-5.8	-11.7	-0.9
PRMT1 FP inh	-1.2	0.6	1.5	-1.1	1.9	-4.0	-1.1	6.3
TCR-CD3 inh	-3.7	-1.8	0.1	6.0	-1.0	-7.4	5.9	4.9
rCAG binder	-3.0	-6.7	-2.9	1.5	4.7	6.4	5.4	11.3
UHRF1 binding	-0.1	0.2	-0.9	22.7*	1.4	2.5	-0.7	-0.9
HTRA1 inhibitor	0.5	5.5	-2.6	-0.7	-2.2	-9.3	-14.0	-4.1
NPR2 activator	3.1	-2.6	-2.2	-0.1	-3.0	-0.1	-7.1	-10.4
NPR1 activator	0.0	0.3	4.4	-1.7	-9.7	0.5	2.4	-17.4
